High-throughput results (PubChem BioAssay)
Pol kappa inh: DNA polymerase kappa (human) inhibition; 400,000 compounds, 0.53% hits; Potency, µM (doses to about 107 µM), without a hit: at the top dose activity, negative = inhibition, usual class: inhibitors; purified Pol kappa, fluorescent DNA synthesis assay, 10 min; AID 588579; also: % is scaled to controls: 0 for no effect and ±100 for the full control effect
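10 nM Pol kappa preincubated 15 min at room temperature with compounds, then reaction started with substrate at 50 nM final. Fluorescence read kinetically at 0 and 10 min; buffer-only wells served as negative control.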
Anesthetic bind: binds horse apoferritin like a general anesthetic. P02791. 350,000 compounds, 0.074% hits. AID 485281. Potency, µM (doses to about 77.5 µM), for the others: at the top dose activity change, negative = displacement, hits mostly inhibitors. apoferritin/1-aminoanthracene competitive binding, fluorescence; also: % is scaled to controls: 0 for no effect and ±100 for the full control effect; nearly all actives have a fitted effect of over 20% in size
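Apoferritin-based anesthetic binding model; compound displacement of fluorescent 1-AMA measured as endpoint fluorescence after 10 minutes at room temperature, scaled to free-ligand and complex controls.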
POLB inh: inhibitors of human DNA polymerase beta. P06746. Potency, µM (highest dose often 114 µM), inactives show at the highest dose activity change, negative = inhibition, most hits filed as inhibitors. Pol beta primer extension/strand displacement, fluorescence kinetic. 340,000 compounds, 1.3% hits; also: % is scaled to controls: 0 for no effect and ±100 for the full control effect
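Human Pol beta at 10 nM; strand-displacement substrate 50 nM final. Compound exposure 15 min at room temperature before start, reaction 10 min at room temperature.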
BLM inh: inhibitors of human Bloom syndrome helicase BLM | recombinant BLM DNA unwinding, fluorescence dequenching | 350,000 compounds, 0.2% hits | Potency, µM (series often up to 56.1 µM), inactives show top-dose activity change, negative = inhibition, hits mostly inhibitors | P54132;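 also: plate controls were vehicle for no effect and no enzyme for full effect; nearly all actives have a fitted effect of over 35% in size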
Target sequence (P54132 whole entry, looked up): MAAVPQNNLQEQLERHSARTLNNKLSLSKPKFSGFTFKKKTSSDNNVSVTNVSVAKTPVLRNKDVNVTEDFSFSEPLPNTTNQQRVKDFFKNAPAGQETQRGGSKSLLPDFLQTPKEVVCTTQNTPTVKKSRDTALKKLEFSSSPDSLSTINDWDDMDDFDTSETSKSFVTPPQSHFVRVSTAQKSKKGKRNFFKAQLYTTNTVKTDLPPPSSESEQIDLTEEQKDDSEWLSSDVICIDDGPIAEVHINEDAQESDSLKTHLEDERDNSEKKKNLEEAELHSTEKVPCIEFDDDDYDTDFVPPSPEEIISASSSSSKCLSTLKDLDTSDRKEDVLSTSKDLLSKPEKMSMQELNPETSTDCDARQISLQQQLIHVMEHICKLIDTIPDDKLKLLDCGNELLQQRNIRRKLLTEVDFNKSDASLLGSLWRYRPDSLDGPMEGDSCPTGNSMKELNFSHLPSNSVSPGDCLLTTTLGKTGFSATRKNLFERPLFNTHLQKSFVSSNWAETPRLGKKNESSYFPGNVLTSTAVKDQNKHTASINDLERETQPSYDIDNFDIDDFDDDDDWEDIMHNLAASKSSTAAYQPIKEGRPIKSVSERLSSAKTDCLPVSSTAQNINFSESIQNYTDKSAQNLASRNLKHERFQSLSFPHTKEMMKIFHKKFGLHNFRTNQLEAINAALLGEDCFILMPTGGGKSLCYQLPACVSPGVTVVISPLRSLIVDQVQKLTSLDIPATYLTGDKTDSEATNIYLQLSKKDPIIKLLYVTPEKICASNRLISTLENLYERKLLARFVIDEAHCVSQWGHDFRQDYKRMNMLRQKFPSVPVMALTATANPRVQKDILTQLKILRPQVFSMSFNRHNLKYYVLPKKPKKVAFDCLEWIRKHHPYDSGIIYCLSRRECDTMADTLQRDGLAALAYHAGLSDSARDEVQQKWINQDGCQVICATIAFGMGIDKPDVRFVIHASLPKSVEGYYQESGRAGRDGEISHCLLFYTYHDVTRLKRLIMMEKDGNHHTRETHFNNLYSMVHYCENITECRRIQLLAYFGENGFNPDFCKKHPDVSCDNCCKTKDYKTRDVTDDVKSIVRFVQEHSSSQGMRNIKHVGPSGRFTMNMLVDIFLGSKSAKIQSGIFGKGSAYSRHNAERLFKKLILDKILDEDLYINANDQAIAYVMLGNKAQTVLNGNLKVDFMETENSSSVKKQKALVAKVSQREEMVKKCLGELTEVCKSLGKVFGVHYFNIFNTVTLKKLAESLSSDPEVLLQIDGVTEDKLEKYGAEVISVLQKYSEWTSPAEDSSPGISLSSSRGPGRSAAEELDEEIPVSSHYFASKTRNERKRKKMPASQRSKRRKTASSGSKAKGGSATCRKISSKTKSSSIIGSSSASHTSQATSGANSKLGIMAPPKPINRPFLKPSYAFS
G9a inh: G9a (human) methyltransferase inhibition | G9a H3K9 monomethylation, AlphaScreen, 2 h | Potency, µM (highest dose often 102 µM), for the others: top-dose activity, negative = inhibition, hits mostly inhibitors | 350,000 compounds, 8.8% hits | AID 504332; also: % is scaled to controls: 0 for no effect and ±100 for the full control effect; nearly all actives have a fitted effect of over 75% in size
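AlphaScreen read-out: biotin-H3K9 peptide (500 nM) methylation by 20 nM enzyme with 20 uM SAM, 2 h at room temperature after 15 min compound preincubation; anti-monomethyl H3K9 antibody plus donor/acceptor beads, 10 min dark.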
APEX1 inh: blocks human APE1 abasic DNA cleavage; P27695; recombinant APE1, TAMRA/BHQ-2 abasic DNA cleavage fluorescence; Potency, µM (titrated, usually from 65.8 µM), for inactives: top-dose activity change, negative = inhibition, hits mostly inhibitors; 350,000 compounds, 0.35% hits; AID 2517;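 also: plate controls were vehicle for no effect and reference inhibitor for full effect; nearly all actives have a fitted effect of over 55% in size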
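Enzyme (0.75 nM final) and test compound are incubated 15 min at room temperature before adding 50 nM quenched THF abasic-site duplex. Cleavage dequenches TAMRA, followed at 525/598 nm over three reads one minute apart.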
POLI inh: blocks human DNA polymerase iota activity. Q9UNA4. Pol iota fluorescent replication assay, 10 min. Potency, µM (titrated, usually from 115 µM), for the others: at the highest dose activity, negative = inhibition, hits mostly inhibitors. 390,000 compounds, 1% hits
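Fluorescent replication assay read twice, at 0 min and 10 min after adding 50 nM (final) substrate. Enzyme (10 nM) and compounds were first incubated 15 min at room temperature; enzyme-free buffer wells were negative controls.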
BAZ2B block: BAZ2B (human) inhibition. AlphaScreen BAZ2B-H3K14Ac peptide displacement. Potency, µM (series often up to 114 µM), for inactives: at the top dose activity change, negative = inhibition, hits mostly inhibitors. 360,000 compounds, 4.4% hits; also: % is scaled to controls: 0 for no effect and ±100 for the full control effect; nearly all actives have a fitted effect of over 60% in size
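Inhibition is scored as reduced AlphaScreen emission. The BAZ2B/b-H3(5-23)K14Ac complex (50 nM each) in PBS pH 7.4, 0.01% Tween-20 meets compound (up to 110 uM) for 30 min at RT before bead addition.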
POLH inh: DNA polymerase eta (human) inhibition; recombinant Pol eta, fluorescent DNA replication assay; 390,000 compounds, 1.2% hits; Potency, µM (highest dose often 114 µM), inactives show top-dose activity change, negative = inhibition, hits mostly inhibitors; also: % is scaled to controls: 0 for no effect and ±100 for the full control effect
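Pol eta at 10 nM preincubated with compounds 15 min at room temperature; reaction started with fluorescent substrate (50 nM final) and read kinetically at 0 and 10 min.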
Starred values were filed as active, the others as inactive; u = inconclusive; x = no result given; & = joins results of further samples; [ ] = dose if it differs, or a comment. Calls follow the shape of the dose curve; as a rule, active = well fitted curve in the direction sought with a large enough effect; inconclusive = small, poorly fitted or top-dose-only effect, or another doubt; inactive = no such curve, though single readings can be large; an effect the other way counts as inactive or inconclusive. Potency is read from the fitted curve at half-maximal effect. Only part of the results is shown; rates above refer to the full screens.

molecule | G9a inh | POLB inh | APEX1 inh | Pol kappa inh | POLI inh | POLH inh | BLM inh | Anesthetic bind | BAZ2B block
COc1cc(NC(=O)c2cc3cccc(OC)c3o2)cc(C(=O)Nc2cccc(C(F)(F)F)c2)c1 | -34%[59 µM] | -1% | -2% | -12% | u | -11% | -10% | -17% | -11%
CCOC(=O)c1cc(CC)sc1NC(=O)c1ccc(N2CCOCC2)c([N+](=O)[O-])c1 | -40% | -2% | -1% | 0% | 8%[58.9 µM] | -22% | -3% | -13% | -39%
O=C(CCn1c(=S)[nH]c2ccccc2c1=O)NCC1CCCO1 (stereo unspecified) | u | 3% | 2% | -3% | -6%[58.9 µM] | -7% | -4% | -2% | 1%
COC(=O)c1sccc1-n1cc(C#N)c(=O)n(C)c1=O | -12% | 3% | 2% | -13% | -9%[58.9 µM] | -7% | -13% | 7% | -12%
Cc1ccccc1OCC(=O)Nc1ccc(N2CCN(C(=O)c3ccco3)CC2)cc1 | u | 46% | -8% | 3% | 207%[activator] | 2% | -2% | -10% | u
CCCCNC(=O)[C@H](Cc1c[nH]c2ccccc12)NC(=O)c1ccccc1Cl | 26%[59 µM] | 33% | 7% | 0% | 10% | -1% | -4% | -9% | 0%
Cn1cc(CN2C[C@]3(C)C[C@H]2CC(C)(C)C3)c(-c2ccc3c(c2)OCCO3)n1 | -3% | 7% | -3% | -2% | 30%[activator] | -16% | 1% | -10% | -5%
Nc1nc2ccc(C(=O)N3CCCCC3)cc2s1 | u | 12% | 39% | 0% | 59%[activator] | -4% | 0% | -5% | -17%
Cc1ncc(CN2CCCC(C(=O)Nc3ccc(-c4cccc(F)c4)cc3)C2)n1C (stereo unspecified) | u | 0% | 10% | -10% | 0% | -14% | 4% | u | u
COc1ccccc1N(C)S(=O)(=O)c1ccc(C(=O)NCC(C)C)cc1 | 3%[12.7 µM] | 2% | -6% | 8% | 1% | -12% | -3% | -15% | -22%
COCCC(=O)N1CCC(Oc2ccc(C(=O)NCCCC3CCCC3)cc2)CC1 | -2% | -3% | 56% | -6% | 16% | u | -3% | u | -13%
COc1ccc(CCNC(=O)C/C(C)=N/NC(=O)Cc2cccc3ccccc23)cc1OC | 8% | 16% | -5% | -13% | 136%[activator] | 2% | 0% | -15% | -19%
CCOC(=O)c1c(NC(C)=O)c2c3c(sc2n1Cc1nc(-c2ccccc2OCC)oc1C)CCCC3 | 2%[59 µM] | 31% | x | 10% | 43%[activator] | x | -8% | -1% | -17%
O=C(CCN1C(=O)c2ccncc2C1=O)Nc1cc(F)ccc1F | -32% | u | 0% | 3% | -15% | -17% | -7% | -5% | 1%
CCNC(=S)N/N=C(\C)c1cccc(C(F)(F)F)c1 | u | 25% | -7% | -14% | 87%[activator] | -27% | -5% | -15% | -21%
COc1ccc(OCc2nnc3n2N=C(c2ccc(Br)cc2)CS3)cc1 | -18% | 5% | -6% | -3% | 7% | -12% | -11% | 14µM* | -10%
O=C(NC1=NCCS1)C12CC3CC(CC(C3)C1)C2 | -5% | 46% | 15% | -8% | 34%[activator] | 0% | -2% | u | u
O=C(CN1CCCC1)Nc1cccc(Cl)c1Cl | 4%[0.501 µM] | 10% | 50% | 1% | -7% | -17% | -1% | -6% | -24%
COCC(=O)N(Cc1ccco1)c1nnc(C2CCOC2)s1 (stereo unspecified) | 79µM* | 8% | 14% | -9% | 1% | 11% | -5% | -12% | 13%
CC(C)(C)OC(=O)N[C@@H](C(=O)OC(C)(C)C)c1ccc2ccccc2c1 | -8%[0.501 µM] | x | 32% | -2% | -23% | -7% | x | x | -1%
CCCCC[C@H](O)/C=C/[C@H]1CCC(=O)[C@@H]1CCCCCCC(=O)N1CCCCC1CO (stereo partly specified) | -12%[2.33 µM] | 18% | -18% | 0% | 32%[activator] | -19% | -10% | 1% | -2%
CN(CC(=O)Nc1cccc(F)c1)C(=O)c1ccc2c(c1)S(=O)(=O)N=C1CCCCCN12 | u | x | 37% | 3% | 28% | -17% | x | x | -7%
O=C(Cn1ncc2c3ccccc3n(Cc3ccccc3)c2c1=O)NCCCN1CCOCC1 | 5%[59 µM] | 34% | 76%[activator] | 13% | 5% | -12% | 10% | -1% | 0%
O=C(CNC(=O)c1cccs1)N=Nc1c(O)[nH]c2ccc([N+](=O)[O-])cc12 | 15% | u | 10% | u | 50%[activator] | -13% | -10% | 0% | -13%[57.1 µM]
O=C(CSc1oc(-c2cccs2)nc1S(=O)(=O)c1ccc(F)cc1)NCC1CCCO1 (stereo unspecified) | 45µM* | 4% | -2% | -4% | -4% | -21% | 0% | -20% | 0%
CCCc1nc(SCC(=O)Nc2cc(C)on2)c2ccccc2n1 | -3%[59 µM] | -1% | 12% | -13% | 17% | -7% | -2% | -17% | x
CN1CCN(C(=O)Cn2ncc3c4ccccc4n(Cc4ccc(Cl)cc4)c3c2=O)CC1 | -30%[59 µM] | 21% | x | -8% | 32%[activator] | -20% | -9% | 0% | -26%
Cc1ccc(OCC(=O)Nc2ccc(-c3nc4ccc(C)cc4o3)cc2)cc1 | -1%[59 µM] | u | x | -20% | -20% | -17% | -7% | -4% | -18%
COc1ccc(CC(=O)NNS(=O)(=O)c2ccccc2[N+](=O)[O-])cc1OC | 7% | -3% | -3% | -8% | 105%[activator] | -19% | -1% | -7% | -12%
CC(OC(=O)c1nsc(Cl)c1Cl)C(=O)NC1CCCCC1 (stereo unspecified) | 9% | 38% | 1% | -3% | 40%[activator] | 0% | -4% | 11% | -3%
CCOc1cc(N2CCOCC2)c(OCC)cc1NC(=O)C1CC(=O)N(c2ccccc2OCC)C1 (stereo unspecified) | -3%[2.33 µM] | x | -3% | -3% | -20% | 4% | x | x | -4%
O=C(NC1CC1)c1cc(Cl)nc2ccccc12 | -25% | x | 47%[activator] | 10% | 32%[activator] | 1% | x | x | 3%
O=c1nc(N2CCCCCC2)nc(N2CCCCCC2)[nH]1 | x | 13% | 12% | -4% | -6% | 0% | 1% | -10% | -9%
CCC1(C)COC(C)(CC(=O)NNC(=O)Nc2ccccc2)OC1 (stereo unspecified) | 39% | 13% | 7% | -17% | 163%[activator] | -3% | 1% | -22% | -2%
CCOCCCn1c(SCC(=O)Nc2ccc(C(C)C)cc2)nc2c(sc3ccccc32)c1=O | 7%[59 µM] | 3% | x | -6%[60.1 µM] | 7% | -3% | -8% | -7% | -2%
O=C(CSc1n[nH]c(-c2ccccc2)n1)NC1CCCCC1 | 20% | 29% | -8% | -14% | -21% | -11% | -1% | u | -5%
Cc1ccc(C(Sc2ccccc2)C(Cn2cncn2)C(=O)c2ccccc2)cc1 (stereo unspecified) | -45%[59 µM] | 9% | 1% | -5% | u | -10% | -4% | u | 4%
Nc1c(C(=O)NCc2ccco2)sc2nc(N3CCOCC3)c3c(c12)CCCC3 | u | 11% | u | -3% | 1% | 10% | -10% | 39%[activator] | 12%
O=C(Nc1nnc(CCOCCOCCc2nnc(NC(=O)c3ccco3)s2)s1)c1ccco1 | 14µM* | -2% | -1% | -9%[60.1 µM] | -4% | 10% | 0% | -4% | -26%
CCOc1cc(CNCCc2ccc(S(N)(=O)=O)cc2)ccc1OCC(=O)NC(C)(C)C | 7%[59 µM] | 41% | 4% | -20% | 22% | -26% | -3% | -9% | 0%
Cc1cccc2c3c([nH]c12)CCNC3 | -4%[0.501 µM] | 21% | 2% | -8% | 104%[activator] | -17% | 4% | -4% | -36%
CCOC(=O)C(=CNc1ccc(Oc2cccnc2)nc1)C(=O)OCC | -3% | 36% | 0% | -10% | 3% | -5% | -2% | 5% | -8%
Cc1cccc(Nc2ccccc2C(=O)O)c1C | -6%[59 µM] | 12% | 22%&3% | 14% | 11% | -2% | 2% | -10% | -23%

Among those listed so far, 6 contain fluorine.
molecule | G9a inh | POLB inh | APEX1 inh | Pol kappa inh | POLI inh | POLH inh | BLM inh | Anesthetic bind | BAZ2B block
COc1cc(NC(=O)c2cc3cccc(OC)c3o2)cc(C(=O)Nc2cccc(C(F)(F)F)c2)c1 | -34%[59 µM] | -1% | -2% | -12% | u | -11% | -10% | -17% | -11%
Cc1ncc(CN2CCCC(C(=O)Nc3ccc(-c4cccc(F)c4)cc3)C2)n1C (stereo unspecified) | u | 0% | 10% | -10% | 0% | -14% | 4% | u | u
O=C(CCN1C(=O)c2ccncc2C1=O)Nc1cc(F)ccc1F | -32% | u | 0% | 3% | -15% | -17% | -7% | -5% | 1%
CCNC(=S)N/N=C(\C)c1cccc(C(F)(F)F)c1 | u | 25% | -7% | -14% | 87%[activator] | -27% | -5% | -15% | -21%
CN(CC(=O)Nc1cccc(F)c1)C(=O)c1ccc2c(c1)S(=O)(=O)N=C1CCCCCN12 | u | x | 37% | 3% | 28% | -17% | x | x | -7%
O=C(CSc1oc(-c2cccs2)nc1S(=O)(=O)c1ccc(F)cc1)NCC1CCCO1 (stereo unspecified) | 45µM* | 4% | -2% | -4% | -4% | -21% | 0% | -20% | 0%

Profiles as entered above:
`Cc1cccc(Nc2ccccc2C(=O)O)c1C` is entered as G9a inh: -6%[59 µM]; POLB inh: 12%; APEX1 inh: 22%&3%; Pol kappa inh: 14%; POLI inh: 11%; POLH inh: -2%; BLM inh: 2%; Anesthetic bind: -10%; BAZ2B block: -23%
`CCOCCCn1c(SCC(=O)Nc2ccc(C(C)C)cc2)nc2c(sc3ccccc32)c1=O` is entered as G9a inh: 7%[59 µM]; POLB inh: 3%; APEX1 inh: x; Pol kappa inh: -6%[60.1 µM]; POLI inh: 7%; POLH inh: -3%; BLM inh: -8%; Anesthetic bind: -7%; BAZ2B block: -2%
